Source: PubChem (several laboratories)
Keap1-Nrf2 PPI: disrupts human Keap1 binding to Nrf2 peptide. 340,000 tested, 0.15% active. Q14145. inhibition, % at 9.4 µM. Keap1 Kelch-Nrf2 peptide fluorescence polarization, 1536-well; in the data active means inhibition above about 12%;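 further: human Keap1 Kelch domain with fluorescein labeled Nrf2 9mer peptide probe; 0% = neutral control wells and 100% = peptide positive control; higher means more block of Keap1 binding to Nrf2 peptide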
Arrestin-AP2 inh: inhibitors of human beta-arrestin and AP2 interaction | FITC-arrestin peptide / GST-AP2 beads, flow cytometry; AP2 beta2 appendage carries R879A mutation | inhibition, % at 10 µM | 340,000 tested, 0.31% active | AID 504490;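 active means inhibition above a set limit, near 3 SD of compounds lacking own fluorescence, cut at about 54% in these data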;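 further: plate controls were DMSO wells for no effect and 5 µM unlabelled arrestin peptide for full effect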
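Test system: GST-tagged AP2 beta2-adaptin appendage (R879A) on 4 µm glutathione beads; also added: fluorescein-tagged arrestin peptide at 50 nM final; timing: 12 min plus 1 h, RT; signal: flow cytometry, FL1 (488/535 nm); read-out: percent drop in bead-associated FITC signal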
SR-BI HDL uptake: inhibitors of mouse SR-BI mediated HDL lipid uptake; ldlA[mSR-BI] CHO cells, DiI-HDL uptake fluorescence, 3 h; inhibition, % at 12.5 µM; 320,000 tested, 0.96% active;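 active means mean replicate inhibition of at least 70% and a set share of replicates each scoring 70 or more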;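 further: 0% = median of neutral control wells and 100% = median of positive control wells; values of inactives mirror those of a sister screen read the other way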
C-LANA FP: KSHV C-LANA DNA binding inhibition. 340,000 tested, 0.078% active. AID 504423. MBP-C-LANA/FAM-LBS DNA binding, fluorescence polarization. inhibition, % at 9 µM;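 active means highest replicate inhibition at or above 60% at 9 µM, even if other replicates fall short; inactive means all replicates below 60% inhibition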;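 further: 0% = neutral control wells and 100% = 4 µM acridine orange control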
PKA-R2B activ: activates the human PKA-R2B holoenzyme complex; P22694+P31323; PKA-R2B holoenzyme dissociation, Cy5-IP20 fluorescence polarization; R2B truncated from residue 108, S112A mutant; 0% DMSO only, 100% 113 µM cGMP; activation, % at 11.4 µM; 340,000 tested, 0.079% active; AID 504700;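 active means activation above a cutoff set at the mean over all compounds plus 3 SD, cut at about 18% in these data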;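 further: higher means more holoenzyme dissociation and a rise in polarization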
Cardiac RTF inh: cardiac RTF calcium desensitization | P19429+P45379 | IANBD-labeled cardiac RTF, Ca2+ fluorescence | inhibition, % at 7.15 µM | 340,000 tested, 0.12% active | AID 493244;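 active means inhibition above the mean inhibition of all tested compounds plus 3 SD, cut at about 17% in these data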;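 further: assay run at fixed EC70 calcium of 1.6 mM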
SR-BI uptake up: activators of SR-BI mediated HDL lipid uptake. CHO ldlA[mSR-BI] cells, DiI-HDL uptake fluorescence, 3 h; 100 = double the neutral-control signal. activation, % at 12.5 µM. 320,000 tested, 0.096% active;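 active means mean replicate activation of at least 60% and every replicate at or above 60%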;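 further: 0% = median plate neutral-control signal and 100% = twice that signal; values of inactives mirror those of a sister screen read the other way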
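Material – SR-BI-overexpressing, LDLR-lacking CHO cells · Medium – BSA-supplemented, HEPES-buffered Ham's F12, pH 7.4 · Doses – single concentration · Times – compound with DiI-HDL co-incubation, 3 h at 37 °C · Measured by – bottom-read fluorescence, 550/595 nm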
DAGLB inhibitor: blocks human DAGLB lipase activity. inhibition, % at 5.17 µM. 340,000 tested, 0.059% active. AID 504411. HEK293T DAGLB membrane lysate, EnzChek fluorogenic substrate; in the data active means inhibition above about 34%;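 further: 0% = enzyme with vehicle and 100% = wells lacking enzyme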
NSD2 HMT inh: NSD2 (human) methyltransferase inhibition. inhibition, % at 12.5 µM. NSD2 peptide methylation, AlphaScreen, 120 min. 310,000 tested, 0.54% active; in the data active means inhibition above about 50%
Target sequence (O96028 whole entry, looked up): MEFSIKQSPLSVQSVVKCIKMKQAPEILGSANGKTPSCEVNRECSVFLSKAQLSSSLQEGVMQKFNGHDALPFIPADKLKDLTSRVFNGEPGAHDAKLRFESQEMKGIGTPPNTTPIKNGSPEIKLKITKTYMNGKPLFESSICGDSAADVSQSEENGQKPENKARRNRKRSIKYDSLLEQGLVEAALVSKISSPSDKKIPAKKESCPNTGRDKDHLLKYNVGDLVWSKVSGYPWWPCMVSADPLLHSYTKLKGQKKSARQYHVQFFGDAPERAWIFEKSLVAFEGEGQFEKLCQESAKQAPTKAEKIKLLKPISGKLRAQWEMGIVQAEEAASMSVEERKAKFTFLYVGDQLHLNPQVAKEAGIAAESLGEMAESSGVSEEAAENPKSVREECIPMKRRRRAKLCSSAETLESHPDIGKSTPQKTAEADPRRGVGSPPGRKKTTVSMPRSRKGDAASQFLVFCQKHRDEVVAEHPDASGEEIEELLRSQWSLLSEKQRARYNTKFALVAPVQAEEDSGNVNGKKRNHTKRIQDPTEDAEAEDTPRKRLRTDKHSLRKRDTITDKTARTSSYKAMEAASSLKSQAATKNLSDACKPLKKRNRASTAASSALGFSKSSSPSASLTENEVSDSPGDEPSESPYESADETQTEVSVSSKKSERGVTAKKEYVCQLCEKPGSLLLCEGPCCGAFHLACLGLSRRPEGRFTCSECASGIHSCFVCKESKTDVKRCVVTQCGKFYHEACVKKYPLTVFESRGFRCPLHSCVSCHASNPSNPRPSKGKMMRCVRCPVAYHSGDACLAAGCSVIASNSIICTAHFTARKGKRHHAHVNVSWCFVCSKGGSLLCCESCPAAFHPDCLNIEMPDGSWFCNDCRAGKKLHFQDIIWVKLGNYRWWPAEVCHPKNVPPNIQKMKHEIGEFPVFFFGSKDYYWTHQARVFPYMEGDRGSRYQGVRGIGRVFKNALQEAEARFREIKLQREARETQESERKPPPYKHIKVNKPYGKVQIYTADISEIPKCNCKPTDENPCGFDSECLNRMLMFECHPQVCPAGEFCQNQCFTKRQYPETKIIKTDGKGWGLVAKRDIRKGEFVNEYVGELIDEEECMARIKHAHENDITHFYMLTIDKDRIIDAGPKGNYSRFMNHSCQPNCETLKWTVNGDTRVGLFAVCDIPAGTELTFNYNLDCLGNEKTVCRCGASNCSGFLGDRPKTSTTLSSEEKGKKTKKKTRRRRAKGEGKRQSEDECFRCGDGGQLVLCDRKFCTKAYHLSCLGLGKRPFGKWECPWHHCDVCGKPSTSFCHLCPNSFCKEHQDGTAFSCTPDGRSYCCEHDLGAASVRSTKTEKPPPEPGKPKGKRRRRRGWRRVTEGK
PvdQ acylase: blocks Pseudomonas aeruginosa PvdQ acylase activity; purified PvdQ acylase, fluorescence plate reader; inhibition, % at 10 µM; 340,000 tested, 0.063% active; in the data active means inhibition above about 30%, passing the limit was not always enough;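 further: 0% = vehicle neutral wells and 100% = reference inhibitor wells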
Starred values were filed as active, the others as inactive.

N#C/C(=C\c1c[nH]c2ccccc12)c1nnc2n1CCCCC2 was read as Keap1-Nrf2 PPI -1, Arrestin-AP2 inh -2, SR-BI HDL uptake -4, C-LANA FP 0.4, PKA-R2B activ 6, Cardiac RTF inh -10, SR-BI uptake up 4, DAGLB inhibitor 2, NSD2 HMT inh -3 and PvdQ acylase -13.
Screening Cc1cccc(C)c1Nc1nnc(SCC(=O)c2ccc3c(c2)NC(=O)CO3)s1 returned Keap1-Nrf2 PPI -1, Arrestin-AP2 inh 10, SR-BI HDL uptake 0, C-LANA FP -3.9, PKA-R2B activ -5, Cardiac RTF inh -18, SR-BI uptake up 0, DAGLB inhibitor 5, NSD2 HMT inh -5 and PvdQ acylase -8.
For O=C(c1cccc(C(F)(F)F)c1)C1CCCN(C(=O)CN2CCOC2=O)C1 (stereo not drawn) the results were Keap1-Nrf2 PPI 2, Arrestin-AP2 inh 4, SR-BI HDL uptake -17, C-LANA FP -0.5, PKA-R2B activ 2, Cardiac RTF inh -10, SR-BI uptake up 17, DAGLB inhibitor -3, NSD2 HMT inh 0 and PvdQ acylase -4.
`CCn1c(Cc2ccccc2)n[nH]c1=S` gave Keap1-Nrf2 PPI -1, Arrestin-AP2 inh -3, C-LANA FP -2.6, PKA-R2B activ 4, Cardiac RTF inh -11, DAGLB inhibitor -4, NSD2 HMT inh 10 and PvdQ acylase -11.
CC(C)c1ccc(CN2C(=O)NC3(CCCCCC3)C2=O)cc1 was read as Keap1-Nrf2 PPI -1, Arrestin-AP2 inh -4, SR-BI HDL uptake 2, C-LANA FP -0.4, PKA-R2B activ -19, Cardiac RTF inh -11, SR-BI uptake up -2, DAGLB inhibitor -2 and PvdQ acylase -11.
`Nc1nc(NC(=O)/C=C\C(=O)O)nn1-c1ccccc1` gave Keap1-Nrf2 PPI -5, Arrestin-AP2 inh -1, SR-BI HDL uptake 1, C-LANA FP 3.1, PKA-R2B activ -2, Cardiac RTF inh -2, SR-BI uptake up -1, DAGLB inhibitor 1, NSD2 HMT inh -1 and PvdQ acylase 0.
Screening O=C(N/N=C/c1ccccc1OCc1ccccc1Cl)c1cccnc1 returned Keap1-Nrf2 PPI -1, Arrestin-AP2 inh -5, SR-BI HDL uptake 57, C-LANA FP -1.6, PKA-R2B activ -7, Cardiac RTF inh 6, SR-BI uptake up -57, DAGLB inhibitor -3, NSD2 HMT inh -1 and PvdQ acylase -12.
Screening OCC1(CO)COC(/C=C/c2ccccc2)=N1 returned Keap1-Nrf2 PPI 2, Arrestin-AP2 inh 23, SR-BI HDL uptake -13, C-LANA FP -0.9, PKA-R2B activ 4, Cardiac RTF inh 1, SR-BI uptake up 13, DAGLB inhibitor -2, NSD2 HMT inh 1 and PvdQ acylase 0.
COc1ccc2[nH]c(C(=O)N/N=C/c3ccc(O)cc3O)cc2c1 was read as Keap1-Nrf2 PPI -1, Arrestin-AP2 inh -1, SR-BI HDL uptake 99*, C-LANA FP -2.1, PKA-R2B activ 0, Cardiac RTF inh -5, SR-BI uptake up -99, DAGLB inhibitor 4, NSD2 HMT inh 3 and PvdQ acylase -9.
For Cn1c(SCC(=O)OCC(=O)c2ccccc2)nnc1-c1cccs1 the results were Keap1-Nrf2 PPI -2, Arrestin-AP2 inh 8, SR-BI HDL uptake -17, C-LANA FP -0.4, PKA-R2B activ -7, Cardiac RTF inh -7, SR-BI uptake up 17, DAGLB inhibitor -1, NSD2 HMT inh -2 and PvdQ acylase -7.
For O=C(C1CCN(C2CCN(Cc3cccc4c3OCO4)CC2)CC1)N1CCOCC1 the results were Keap1-Nrf2 PPI 4, Arrestin-AP2 inh -11, SR-BI HDL uptake -3, C-LANA FP 1.2, PKA-R2B activ -2, Cardiac RTF inh -5, SR-BI uptake up 3, DAGLB inhibitor 1, NSD2 HMT inh -4 and PvdQ acylase -19.
`CCC1=NN(C(=O)c2ccc([N+](=O)[O-])cc2)C(O)(c2ccccc2)C1` (stereo not drawn) gave Keap1-Nrf2 PPI -4, Arrestin-AP2 inh 24, SR-BI HDL uptake 82*, C-LANA FP -0.8, PKA-R2B activ 10, Cardiac RTF inh 0, SR-BI uptake up -82, DAGLB inhibitor 14, NSD2 HMT inh 20 and PvdQ acylase 10.
`Cc1cccc(-c2noc(-c3ccc4c(c3)OCO4)n2)c1` gave Keap1-Nrf2 PPI -3, Arrestin-AP2 inh -6, SR-BI HDL uptake -9, C-LANA FP -1.1, PKA-R2B activ -5, Cardiac RTF inh 1, SR-BI uptake up 9, DAGLB inhibitor -30 and PvdQ acylase -11.
Screening COc1ccc(Nc2nnc(-c3ccc(O)cc3)c3ccccc23)cc1C(N)=O returned Keap1-Nrf2 PPI 1, Arrestin-AP2 inh 32, SR-BI HDL uptake 22, C-LANA FP -0.6, PKA-R2B activ -12, Cardiac RTF inh -4, SR-BI uptake up -22, DAGLB inhibitor 1, NSD2 HMT inh 2 and PvdQ acylase 4.
COc1ccc([C@@H]2CC=C(C(=O)O)[C@H](c3ccc(Cl)cc3)N2S(=O)(=O)c2ccc(C)cc2)cc1OC was read as Keap1-Nrf2 PPI -4, Arrestin-AP2 inh -2, SR-BI HDL uptake -20, C-LANA FP 1.3, PKA-R2B activ -6, Cardiac RTF inh 3, SR-BI uptake up 20, DAGLB inhibitor 1 and PvdQ acylase -24.
COc1cc2cc(CN(CCc3cccc(C)c3)C(=S)NCCCN(C)C)c(=O)[nH]c2cc1OC was read as Keap1-Nrf2 PPI -8, Arrestin-AP2 inh 3, SR-BI HDL uptake 1, C-LANA FP 0.4, PKA-R2B activ -10, Cardiac RTF inh 2, SR-BI uptake up -1, DAGLB inhibitor 3, NSD2 HMT inh 8 and PvdQ acylase -14.
For O=C1c2ccccc2NC(c2c(Cl)cccc2Cl)N1Cc1ccccc1 (stereo not drawn) the results were Keap1-Nrf2 PPI 2, Arrestin-AP2 inh 23, SR-BI HDL uptake 58, C-LANA FP 0.3, PKA-R2B activ 4, Cardiac RTF inh 15, SR-BI uptake up -58, DAGLB inhibitor 0, NSD2 HMT inh -4 and PvdQ acylase 1.
Cc1ccc(NC(=O)CN(C)S(=O)(=O)c2ccc3c(c2)n(C)c(=O)c(=O)n3C)cc1 was read as Keap1-Nrf2 PPI 1, Arrestin-AP2 inh 28, SR-BI HDL uptake 1, C-LANA FP -1.6, PKA-R2B activ -8, Cardiac RTF inh -3, SR-BI uptake up -1, DAGLB inhibitor -3, NSD2 HMT inh 0 and PvdQ acylase 6.
CCOC(=O)c1c(C)[nH]c(C(=O)N2CCCC(C(=O)c3ccccc3OC)C2)c1C (stereo not drawn) was read as Keap1-Nrf2 PPI -9, Arrestin-AP2 inh -5, C-LANA FP 1.1, PKA-R2B activ 0, Cardiac RTF inh -2, DAGLB inhibitor -3, NSD2 HMT inh 1 and PvdQ acylase -12.
COCCNC(=S)N1CCN(c2ccc(Cl)cc2)CC1 was read as Keap1-Nrf2 PPI 2, SR-BI HDL uptake 12, C-LANA FP 1.7, PKA-R2B activ -2, Cardiac RTF inh -18, SR-BI uptake up -12, DAGLB inhibitor -3, NSD2 HMT inh -3 and PvdQ acylase 8.
Screening COc1ccc(OC)c(C2C(C#N)=C(N)N(N(C)C)C3=C2C(=O)CC(C)(C)C3)c1 (stereo not drawn) returned Keap1-Nrf2 PPI -6, Arrestin-AP2 inh 2, SR-BI HDL uptake -16, C-LANA FP -0.7, PKA-R2B activ -6, Cardiac RTF inh -1, SR-BI uptake up 16, DAGLB inhibitor -1, NSD2 HMT inh -2 and PvdQ acylase -5.
`CC(=O)N1CCN(CC(=O)Nc2ccc(SC(F)F)cc2)CC1` gave Keap1-Nrf2 PPI -1, Arrestin-AP2 inh 14, SR-BI HDL uptake 14, C-LANA FP -0.1, PKA-R2B activ 0, Cardiac RTF inh 3, SR-BI uptake up -14, DAGLB inhibitor -5, NSD2 HMT inh -2 and PvdQ acylase 13.
`COC(=O)c1c(NC(=O)COC(=O)CCNS(=O)(=O)c2ccccc2)sc(C)c1C` gave Keap1-Nrf2 PPI -4, Arrestin-AP2 inh -14, SR-BI HDL uptake -11, C-LANA FP 2.7, PKA-R2B activ 6, Cardiac RTF inh -7, SR-BI uptake up 11, DAGLB inhibitor 3, NSD2 HMT inh 2 and PvdQ acylase -8.
`CC(C)C(=O)NC(=S)Nc1ccccc1N1CCN(C(=O)c2ccc(Cl)cc2)CC1` gave Keap1-Nrf2 PPI -2, Arrestin-AP2 inh 6, C-LANA FP -1.1, PKA-R2B activ -7, Cardiac RTF inh -7, DAGLB inhibitor -3, NSD2 HMT inh -2 and PvdQ acylase -8.
Screening Cc1cc(C)n2nc(SCC(=O)N/N=C/c3cccc(Br)c3)nc2n1 returned Keap1-Nrf2 PPI -4, Arrestin-AP2 inh -1, SR-BI HDL uptake 2, C-LANA FP -0.9, PKA-R2B activ 1, Cardiac RTF inh 7, SR-BI uptake up -2, DAGLB inhibitor 2, NSD2 HMT inh -5 and PvdQ acylase -25.
CN(C)c1ccc([C@@H]2[C@@H]([N+](=O)[O-])[C@H]3C=Cc4ccccc4N3[C@H]2C(=O)c2ccc(Cl)cc2)cc1 was read as Keap1-Nrf2 PPI -6, Arrestin-AP2 inh 14, SR-BI HDL uptake -22, C-LANA FP -1.1, PKA-R2B activ 4, Cardiac RTF inh -7, SR-BI uptake up 22, DAGLB inhibitor 1, NSD2 HMT inh 0 and PvdQ acylase -1.

By substructure, the entries above containing two or more sulfur atoms (3)
Screening Cc1cccc(C)c1Nc1nnc(SCC(=O)c2ccc3c(c2)NC(=O)CO3)s1 returned Keap1-Nrf2 PPI -1, Arrestin-AP2 inh 10, SR-BI HDL uptake 0, C-LANA FP -3.9, PKA-R2B activ -5, Cardiac RTF inh -18, SR-BI uptake up 0, DAGLB inhibitor 5, NSD2 HMT inh -5 and PvdQ acylase -8.
For Cn1c(SCC(=O)OCC(=O)c2ccccc2)nnc1-c1cccs1 the results were Keap1-Nrf2 PPI -2, Arrestin-AP2 inh 8, SR-BI HDL uptake -17, C-LANA FP -0.4, PKA-R2B activ -7, Cardiac RTF inh -7, SR-BI uptake up 17, DAGLB inhibitor -1, NSD2 HMT inh -2 and PvdQ acylase -7.
`COC(=O)c1c(NC(=O)COC(=O)CCNS(=O)(=O)c2ccccc2)sc(C)c1C` gave Keap1-Nrf2 PPI -4, Arrestin-AP2 inh -14, SR-BI HDL uptake -11, C-LANA FP 2.7, PKA-R2B activ 6, Cardiac RTF inh -7, SR-BI uptake up 11, DAGLB inhibitor 3, NSD2 HMT inh 2 and PvdQ acylase -8.

Rows are unselected; overall some 2.1% were active at least once.
